Source: PubChem
procasp3 activ = activators of human procaspase-3. P42574. recombinant procaspase-3 D3A, Ac-DEVD-pNA absorbance 405 nm. activation, % at 8.5 µM. hit rate 0.11% among 330,000. AID 463141;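 active = activation above the mean of all tested compounds plus 3 SD, cut at about 21% in these data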;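 also: 0% = DMSO alone and 100% = DMSO wells spiked with extra 5 µM PC-3 D3A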
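Evaluation: percent activation relative to control range; Material: Procaspase-3 D3A mutant, all three cleavage aspartates alanine; Compound: single dose, 8.5 µM nominal compound, 0.8% DMSO; Replication: one well per compound; Signal: absorbance at 405 nm, 0 and 120 min; Schedule: 1 h preincubation plus 2 h reaction at 25 °C.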
RPL19A-GFP yeast = alters RPL19A-GFP fluorescence in TOR pathway yeast screen; percent response vs DMSO, % at 10 µM; hit rate 0.3% among 330,000; AID 2025; S. cerevisiae RPL19A-GFP strain, flow cytometry, 3 h; active compounds read low;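 active = percent response vs DMSO below 50%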;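 also: median channel GFP fluorescence of the barcoded RPL19A-GFP strain; ratio of sample median GFP to plate DMSO average so 100% = DMSO; lower means less RPL19A-GFP as with rapamycin TOR inhibition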
ZTA DNA inh = counter-screen for EBNA-1 inhibitors: inhibitors of Epstein-Barr virus ZTA; P03206; ZTA-DNA binding, fluorescence polarization; inhibition, % at 11 µM; hit rate 0.15% among 320,000; AID 2234; in the data active = inhibition above about 33%
proCasp7 act = activates human procaspase-7, counter-screen for procaspase-3 activators; activation, % at 8.5 µM; hit rate 0.093% among 330,000; recombinant procaspase-7, Ac-DEVD-pNA absorbance 405 nm; D23A/D198A/D206A triple mutant, cannot self-cleave; scale: DMSO 0, 5 µM enzyme 100; P55210; AID 463210;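 active = percent activation above the screen-wide mean plus 3 SD, cut at about 25% in these data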
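signal = Epi-absorbance of released pNA at 405 nm, two timepoints | assay system = Uncleavable procaspase-7 mutant enzyme | reagent = Ac-DEVD-pNA substrate, 400 µM as added | times = 1 h enzyme–compound preincubation and 2 h substrate reaction, both 25 °C | benchmarks = low DMSO alone, high DMSO plus 5 µM PC-7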
MEP2 TOR yeast = yeast TOR pathway MEP2-GFP modulation. S. cerevisiae MEP2-GFP strain, flow cytometry GFP, 3 h; 100% = DMSO control level. GFP response vs DMSO, % at 10 µM. hit rate 0.51% among 330,000. AID 2016;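 active = GFP response versus DMSO above a set limit, roughly screen mean plus 3 SD, cut at about 180% in these data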;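 also: median GFP fluorescence of the barcode-gated MEP2-GFP cells per well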
LAP4 TOR yeast = modulators of TOR pathway LAP4-GFP in S. cerevisiae. S. cerevisiae LAP4-GFP multiplex, flow cytometry GFP, 3 h; median GFP as percent of DMSO wells. hit rate 0.34% among 320,000. AID 2023. GFP response vs DMSO, % at 10 µM;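 active = GFP response vs DMSO above a set limit, about the screen mean plus 3 SD, cut at about 150% in these data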
AHR activator = human AHR activation; P35869; AHR-responsive luciferase reporter cells, luminescence; activation, % at 5 µM; hit rate 2.5% among 320,000; AID 2796; in the data active = activation above about 47%;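 also: 0% = vehicle wells and 100% = reference agonist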
Target sequence (P35869 whole entry, looked up): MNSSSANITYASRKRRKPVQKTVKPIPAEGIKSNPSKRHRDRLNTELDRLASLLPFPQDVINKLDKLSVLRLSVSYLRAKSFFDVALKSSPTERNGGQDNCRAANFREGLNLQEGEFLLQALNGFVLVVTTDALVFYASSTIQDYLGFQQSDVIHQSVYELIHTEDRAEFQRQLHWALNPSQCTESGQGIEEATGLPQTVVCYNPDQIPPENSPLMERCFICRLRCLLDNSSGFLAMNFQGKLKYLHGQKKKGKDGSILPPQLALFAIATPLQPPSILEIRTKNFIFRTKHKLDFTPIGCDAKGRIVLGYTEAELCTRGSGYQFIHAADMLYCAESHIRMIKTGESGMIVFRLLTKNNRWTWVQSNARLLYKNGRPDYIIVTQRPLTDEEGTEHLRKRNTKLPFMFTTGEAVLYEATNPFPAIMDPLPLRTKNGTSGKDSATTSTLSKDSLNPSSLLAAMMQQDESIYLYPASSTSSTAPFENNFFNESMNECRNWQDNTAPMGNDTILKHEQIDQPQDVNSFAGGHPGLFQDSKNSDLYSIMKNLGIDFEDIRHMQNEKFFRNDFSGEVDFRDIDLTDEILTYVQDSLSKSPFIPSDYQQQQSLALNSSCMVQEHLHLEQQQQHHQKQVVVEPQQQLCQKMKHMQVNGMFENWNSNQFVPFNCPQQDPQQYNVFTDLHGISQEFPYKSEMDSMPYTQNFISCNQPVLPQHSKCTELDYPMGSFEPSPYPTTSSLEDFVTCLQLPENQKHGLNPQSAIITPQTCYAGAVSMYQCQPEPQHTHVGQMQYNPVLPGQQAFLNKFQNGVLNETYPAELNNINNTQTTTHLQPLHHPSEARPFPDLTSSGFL
EBNA-1 inh = blocks EBNA-1 binding to DNA | EBNA-1 DNA binding, fluorescence polarization | inhibition, % at 14.8 µM | hit rate 0.34% among 300,000 | AID 1950; in the data active = inhibition above about 28%
* hit, by the source's call; . = not tested or not shown.

cpd	Compound	EBNA-1 inh	RPL19A-GFP yeast	LAP4 TOR yeast	proCasp7 act	AHR activator	MEP2 TOR yeast	ZTA DNA inh	procasp3 activ
1	CS(=O)(=O)N(CC(=O)Nc1ccccc1Sc1ccccc1)c1cccc(Br)c1	3	104	104	4	1	104	6	1
2	CCN(CC(=O)Nc1c(F)cccc1F)C(=O)c1ccc(N2CCOCC2)c([N+](=O)[O-])c1	0	98	104	0	-1	98	-30	2
3	O=C(/C=C/c1ccc(Cl)c([N+](=O)[O-])c1)NCc1cccnc1	-7	99	101	1	60*	99	1	2
4	O=C(CN1C(=O)c2cccc3cccc1c23)Nc1cccnc1	-7	100	94	6	54*	101	8	-11
5	CCCCSc1nc(CCC)cc(=O)[nH]1	0	104	115	6	0	106	3	6
6	C=CCOC(=O)C1=C(C)OC(N)=C(C#N)C1c1c(C)nn(-c2ccccc2)c1Cl (stereo unspecified)	3	95	95	5	6	98	2	-3
7	CN(C)c1ccc(C=Nc2cnn(C)c2C(N)=O)cc1	1	95	94	5	5	98	12	2
8	CCn1c(SCC(=O)Nc2cc(NC(C)=O)ccc2OC)nnc1-c1cccnc1	7	102	96	12	0	106	-13	-6
9	CCCC(C(=O)OCCN(CC)CC)(c1ccccc1)c1ccccc1	1	96	105	-1	-3	94	-15	-4
10	COC(=O)c1ccc(NC(=O)Cn2nc(C(=O)Nc3ccc(C)cc3)ccc2=O)cc1	-1	102	98	3	2	103	3	0
11	O=S(=O)(Nc1nc2ccccc2nc1Nc1ccc(N2CCOCC2)cc1)c1cc(Cl)ccc1Cl	1	105	93	0	5	98	-16	1
12	Cc1ccc(-c2nn(-c3ccccc3)cc2C(=O)Nc2ccc(C)c(S(=O)(=O)N3CCOCC3)c2)cc1	10	99	87	-4	21	97	12	-4

Single values from above.
entry 6 | EBNA-1 inh: 3
entry 4 | MEP2 TOR yeast: 101
entry 5 | AHR activator: 0

Three structures from above, ordered by SMILES length, smallest number first:
cpd	Compound	EBNA-1 inh	RPL19A-GFP yeast	LAP4 TOR yeast	proCasp7 act	AHR activator	MEP2 TOR yeast	ZTA DNA inh	procasp3 activ
4	O=C(CN1C(=O)c2cccc3cccc1c23)Nc1cccnc1	-7	100	94	6	54*	101	8	-11
1	CS(=O)(=O)N(CC(=O)Nc1ccccc1Sc1ccccc1)c1cccc(Br)c1	3	104	104	4	1	104	6	1
11	O=S(=O)(Nc1nc2ccccc2nc1Nc1ccc(N2CCOCC2)cc1)c1cc(Cl)ccc1Cl	1	105	93	0	5	98	-16	1

Going on with the list:
cpd	Compound	EBNA-1 inh	RPL19A-GFP yeast	LAP4 TOR yeast	proCasp7 act	AHR activator	MEP2 TOR yeast	ZTA DNA inh	procasp3 activ
13	O=C(c1cccc(S(=O)(=O)Nc2cccc(C(F)(F)F)c2)c1)N1CCOCC1	5	101	103	11	2	101	-4	2
14	Cc1ccc(CNC(=O)C23CN(Cc4ccccc4)CC2C(c2ccc([N+](=O)[O-])cc2)=NO3)o1 (stereo unspecified)	1	104	111	-4	11	90	15	12
15	COc1cccc(NC(=O)CN(C)C(=O)Cn2c(=O)oc3ccccc32)c1	-19	95	105	-2	3	96	-14	13
16	CC(C(=O)OCC(=O)N1CCN(c2ccccc2)CC1)N1C(=O)c2ccccc2C1=O (stereo unspecified)	.	97	91	3	1	97	-6	5
17	COc1ccccc1N1CCN(S(=O)(=O)c2c(C(=O)N3CCOCC3)c(C)n(C)c2C)CC1	-9	93	94	8	1	100	-17	11
18	COCCn1c(N)c(C(=O)Nc2sc3c(c2C(=O)OC)CCCC3)c2nc3ccccc3nc21	9	97	107	8	2	112	-4	7
19	O=C(NCCC1CCCCN1S(=O)(=O)c1ccccc1)C(=O)NC1CCCC1 (stereo unspecified)	4	96	95	8	-1	100	-2	-3
20	CCCOc1ccc(/C=C/C(=O)NCc2ccccc2)cc1	0	90	94	4	5	101	-11	-6
21	O=C(O)COc1ccccc1C=NNC(=O)c1ccccc1NS(=O)(=O)c1cccs1	.	95	105	8	2	98	.	6
22	N=c1ccn(Cc2ccc(F)cc2)cc1	-5	102	98	1	-1	98	-21	-5
23	CCc1ccc(N(CC(=O)Nc2ccc(OC)cc2OC)S(C)(=O)=O)cc1	-6	87	89	6	4	94	1	-6
24	CCc1nnc(NC(=O)Cc2ccc(S(=O)(=O)N3CCCCC3)cc2)s1	.	98	97	9	2	99	-2	-1

Screen by screen, quoted from above:
Entries 17 to 23 in proCasp7 act: 8, 8, 8, 4, 8, 1, 6
Entries 17 to 23 in procasp3 activ: 11, 7, -3, -6, 6, -5, -6
Entries 17 to 23 in AHR activator: 1, 2, -1, 5, 2, -1, 4

Additional entries follow.
cpd	Compound	EBNA-1 inh	RPL19A-GFP yeast	LAP4 TOR yeast	proCasp7 act	AHR activator	MEP2 TOR yeast	ZTA DNA inh	procasp3 activ
25	CCN(CC(=O)NCc1ccc(Cl)cc1)S(=O)(=O)c1ccc(F)cc1	-7	99	101	-8	6	102	-5	3
26	CCc1ccccc1NC(=O)NC1CC2CCC(C1)N2Cc1cccs1 (stereo unspecified)	-5	102	111	-1	2	102	-11	-1
27	CC(=O)c1ccc(S(=O)(=O)N2CCCCC2C(=O)O)cc1 (stereo unspecified)	-7	103	94	-2	0	102	-14	6
28	O=C(CSCc1ccc([N+](=O)[O-])cc1)NC1CC2CCC1C2 (stereo unspecified)	-3	105	93	3	6	101	18	8
29	CCOC(=O)c1cnc2c(Cl)cccc2c1NCCN1CCOCC1	-4	102	91	-11	2	91	19	6
30	COC(=O)c1ccc(CNC(=O)COC(=O)c2ccccc2-c2ccccc2)cc1	4	103	108	5	-1	93	0	6
31	COc1ccc(-c2nc3c(n2O)CCc2c-3no[n+]2[O-])cc1	-8	95	106	3	18	102	2	2
32	CCC(=O)N/N=C(\C)CC(=O)Nc1ccc2ccccc2c1	-16	101	104	12	14	103	-9	8
33	COCCCn1c(=O)c2ccccc2n(Cc2cc(C(=O)OC)ccc2OC)c1=O	-5	96	103	-1	1	99	8	4
34	Cc1ccc(P(=O)(O)c2ccc(C)cc2)cc1	0	94	90	4	0	92	-1	1
35	CC1CN(C2CCN(S(=O)(=O)c3ccc4ccccc4c3)CC2)CC(C)O1 (stereo unspecified)	-4	97	102	14	1	104	9	3
36	O=C(Nc1ccc(-c2nc3ccccc3[nH]2)cc1)C1CCCO1 (stereo unspecified)	3	96	99	-5	2	98	3	-2

Printed as active in AHR activator, among the entries above:
nr	molecule	EBNA-1 inh	RPL19A-GFP yeast	LAP4 TOR yeast	AHR activator	MEP2 TOR yeast	procasp3 activ
3	O=C(/C=C/c1ccc(Cl)c([N+](=O)[O-])c1)NCc1cccnc1	-7	99	101	60*	99	2
4	O=C(CN1C(=O)c2cccc3cccc1c23)Nc1cccnc1	-7	100	94	54*	101	-11

Following part
cpd	Compound	EBNA-1 inh	RPL19A-GFP yeast	LAP4 TOR yeast	proCasp7 act	AHR activator	MEP2 TOR yeast	ZTA DNA inh	procasp3 activ
37	CCN(CC(=O)NCc1ccc(F)cc1)C(=O)/C=C/c1ccco1	13	95	111	10	2	102	13	-4
38	Cc1cc(S(=O)(=O)Nc2ccc(C(=O)NCC3(N(C)C)CCCCC3)cc2)ccc1F	-20	98	108	4	1	97	-14	0
39	CCN(CC)CCC(c1cc(OC)c(OC)c(OC)c1)c1c(OC)cc(OC)c2ccc(=O)oc12 (stereo unspecified)	-3	94	125	-9	1	99	12	4
40	C=CCNC(=O)c1oc2ccc(S(=O)(=O)N3CCCCC3)cc2c1C	8	99	97	0	1	103	4	1
41	COc1ccc(OC)c(N(CC(=O)NCCSCc2ccc(C)cc2)S(C)(=O)=O)c1	7	101	95	6	1	111	-23	7
42	NC(=O)c1nsc(C(=O)N(c2cccc(F)c2)C(C(=O)NC2CCCC2)c2ccc(O)cc2)c1N (stereo unspecified)	2	105	94	5	1	100	12	6
43	O=C(NC(Cc1ccccc1)C(=O)O)/C(=C/c1ccc([N+](=O)[O-])cc1)NC(=O)c1ccc(Br)o1 (stereo unspecified)	3	104	95	-15	-2	107	-18	-5
44	COc1cc(C(=O)NCc2ccccc2)cc(Br)c1OC	4	103	101	-2	3	105	4	-3
45	CC(C)CN(C(=O)COC(=O)CCC(=O)c1ccc(Cl)cc1)c1c(N)n(Cc2ccccc2)c(=O)[nH]c1=O	-3	95	103	4	1	95	-14	7
46	CCN1C(=O)c2cccc3c(S(=O)(=O)Nc4ccccn4)ccc1c23	-2	96	96	5	6	96	21	-5
47	O=C(CCNC(=O)c1ccc(Cl)cc1)Nc1ccccc1Cl	5	93	87	7	-1	89	10	-3
48	CCOc1ccc(C(=O)OCC(=O)Nc2cccc(S(=O)(=O)N3CCCC3)c2)cc1	.	100	108	-4	-1	115	-10	5
49	CCC(C)NC(=O)c1c(N)n(/N=C/c2cccnc2)c2nc3ccccc3nc12 (stereo unspecified)	-5	84	69	-17	10	85	-4	-15
50	O=C(Nc1cccc(F)c1)C1C2C=CC3(CN(CCCN4CCOCC4)C(=O)C13)O2 (stereo unspecified)	-2	97	91	10	-2	89	2	-9
51	O=C(NCc1ccc(F)cc1)c1cc2n(n1)C(C(F)(F)F)CC(C1CC1)N2 (stereo unspecified)	7	100	106	-3	0	95	-7	5
52	O=C(CS(=O)(=O)c1ccccc1)Nc1ccc(S(=O)(=O)Nc2ncccn2)cc1	-1	89	100	5	0	102	-8	-2
53	COc1cccc(N=c2oc3c(C)ncc(CO)c3cc2C(N)=O)c1	-3	95	106	-6	8	105	-19	-1
54	CCn1c(SCC(=O)N/N=C/C(C)=C\c2ccco2)nnc1-c1ccccc1	7	104	92	9	5	99	-4	-9
55	C=CCN(C(=O)c1ccc2snnc2c1)c1ccccc1	-10	114	93	8	0	106	12	-4
56	CC(=O)Nc1ccc(S(=O)(=O)N(C)CC(=O)NCCC2=CCCCC2)cc1	-9	80	92	-10	-4	99	-7	7
57	O=C(COC(=O)C1CCCCC1)Nc1cccc(F)c1	.	99	105	1	0	105	.	9
58	CCc1ccc(NC(=O)C2CCCN2c2nn3c(=O)cc(C)nc3s2)cc1 (stereo unspecified)	-6	110	114	-1	2	110	-14	-6
59	O=C(Oc1ccc(F)cc1)N1CCOCC1	-6	102	110	0	-2	107	-5	4
60	CCOC(=O)CN1N=C(/C=C/c2ccc(OCC)cc2)CCC1=O	-1	107	92	3	3	104	-6	4
61	COc1cccc(N2CCC(N3CCN(C)C(CCO)C3)CC2)c1 (stereo unspecified)	0	91	73	8	0	85	9	2
62	O=C(CC1Oc2ccccc2NC1=O)NCc1ccc(Cl)cc1 (stereo unspecified)	0	97	97	10	3	99	6	-3
63	CN(CCO)c1ncnc2c1sc1nc(N3CCOCC3)c3c(c12)CCC3	26	108	116	7	6	110	-10	-2

Hits appear at their usual frequency (roughly 3.8% active in at least one column).
